P. falciparum M1AAP = malaria alanyl aminopeptidase activity blockers – biochemical, fluorogenic H-Leu-NHMec substrate, 1536-well (AID 1445); recombinant M1AAP, H-Leu-NHMec fluorogenic kinetic assay; higher % means a stronger effect; inhibition, % at 30 µM, or IC50 in µM where a hit was titrated; 220,000 compounds, 0.42% hits;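 active means primary inhibition above the hit cutoff, then over 50% inhibition at one or more dose response concentrations, cut at about 23% in these data, passing the limit was not always enough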;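 further: plate controls were DMSO full reaction for no effect and no enzyme background for full effect; strong numbers were not always called active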
M17LAP inhibition = P. falciparum M17LAP inhibitors, primary screen, biochemical, fluorogenic H-Leu-NHMec substrate, 1536-well (AID 1619); recombinant M17LAP, H-Leu-NHMec fluorogenic kinetic assay; higher % means a stronger effect; inhibition, % at 30 µM, or IC50 in µM where a hit was titrated; 220,000 compounds, 0.38% hits;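 active means compound inhibiting the enzyme by more than half at any dose during confirmatory dose-response retesting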;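 further: plate controls were full reaction with DMSO carrier for no effect and no enzyme background for full effect; strong numbers were not always called active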
WT yeast gro inh = growth inhibition of WT yeast, mitochondrial fusion screen; inhibition, % at 10 µM; 190,000 compounds, 2.1% hits; mitochondrial fusion phenotypic screen, WT strain; in the data active means inhibition above about 58%; tested in S. cerevisiae
Dynein cargo inh = dynein cargo transport inhibition. 3617.4 mouse cells, GR-EGFP nuclear translocation imaging; test concentration mostly 20 µM; stimulated with dexamethasone, 1 µM; stronger effect = lower value. z-score, hits read low. 220,000 compounds, 0.47% hits;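 active means plate z-score of nuclear minus cytoplasmic receptor signal below a set negative limit, without overly bright fluorescence or cell loss, cut at about -3.5 in these data, passing the limit was not always enough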;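 further: z-score of nuclear minus cytoplasmic ring GR-EGFP intensity difference per well; some compounds called inactive have numbers as strong as hits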
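Also added: dexamethasone, 1.0 µM final. Medium: tet-free, stripped-serum medium. Detection: fixed, Hoechst-stained cells imaged at 10x for EGFP. Read-out: nuclear-to-cytoplasmic GR-EGFP distribution per well. Times: induction 48 h, compound 1 h, agonist 30 min.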
bCat nuc transl = beta-catenin nuclear translocation modulation. HeLa beta-catenin nuclear translocation, immunofluorescence imaging. nuclear translocation activity, % at 5 µM. 190,000 compounds, 0.3% hits. AID 1665;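 active means nuclear translocation activity above 50% at 5 µM, with a well cell count of 50 or more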;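 further: per-cell ratio of nuclear to cytoplasmic median beta-catenin stain intensity; plate controls were DMSO negative control for no effect and GSK-3 inhibitor IX positive control for full effect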
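Test system: human HeLa cells, endogenous beta-catenin. Times: 24 h compound exposure, 37°C. Measured by: beta-catenin immunofluorescence imaging with DAPI.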
Autophagy HCS = alters autophagy in cells | MEF GFP-LC3 puncta imaging; test concentration mostly 10 µM | calls only at 10 µM (by protocol) | 190,000 compounds, 0.98% hits;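 active means percentage of spot-positive cells more than 3 SD above its plate mean, without a fluorescence outlier flag or 80% toxicity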;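 further: spot-positive cell cutoff set from DMSO-treated cells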
MT stabilizer = microtubule stabilizers in HeLa cells; HeLa tubulin immunostaining HCS, 24 h; share of cells brighter than vehicle mean+2SD; % tubulin-high responders, % at 10 µM; 200,000 compounds, 0.83% hits; AID 2205;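 active means plate Z-score above 3 for both tubulin-high and condensed-nucleus cell shares, with cell loss under 80%, at 10 µM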;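 further: anti alpha tubulin signal scored within the nucleus-defined area of each cell; some results filed as inactive read as strong as hits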
T cell HTS = T cell immune modulators affecting CD8 T cell-vesicle binding; 2C CD8+ T cell-vesicle binding, flow cytometry; stronger effect = lower value; calls only at 7 µM; 330,000 compounds, 0.068% hits;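 active means response, share of CD8 T cells binding vesicles, and their 90th percentile fluorescence all below set limits, cut at about 80% in these data, passing the limit was not always enough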
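incubation = binding step 1.5 h, 37 °C, antibody labelling 20 min, ice | test system = 2C mouse CD8+ T cells | read-out basis = percent CD8+ FL2 mean versus row control | controls = Peptide-free naked vesicles (low) and QL9 vesicles with 0.7% DMSO vehicle (high) | detection = flow cytometry of vesicle-bound cells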
Yfh1-depleted yeast = mitochondrial function rescue without frataxin homolog – Friedreich's ataxia, plus single-dose screen, dose response (AID 1465); S. cerevisiae Yfh1-off respiration, WST-1 reduction, 72 h; higher fold induction means a stronger effect; fold induction at 50 µM, or EC50 in µM where a hit was titrated; 220,000 compounds, 0.074% hits;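 active means fold induction of absorbance versus untreated yeast above a set limit, then at least 30% activation at any dose in follow-up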;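 further: activators that raise dye reduction in frataxin-depleted yeast; strong numbers were not always called active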
WT yeast gro inh mutant strain = second read-out of WT yeast gro inh, no call of its own (marks repeat the call); inhibition, %; mitochondrial fusion phenotypic screen, mutant strain inhibition
Dynein cargo inh cytoplasmic EGFP = second read-out of Dynein cargo inh, no call of its own (marks repeat the call); z-score; measured here: cytoplasmic GR-EGFP intensity; stronger effect = higher value
Dynein cargo inh nuclear GR-EGFP = recorded beside Dynein cargo inh, whose call it bears; z-score; measured here: nuclear GR-EGFP intensity;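 lower value marks the stronger effect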
Dynein cargo inh cell count = recorded beside Dynein cargo inh, whose call it bears; z-score; measured here: cell count per field
bCat nuc transl cell count 5 µM = also measured in bCat nuc transl; calls as there; cell count; measured here: cell count, cytotoxicity flag
T cell HTS vesicle-bound % = also measured in T cell HTS; calls as there; double positive events, %; measured here: CD8+ vesicle-bound cell fraction;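 binding gate set so that unloaded-vesicle control wells show 10% double positive cells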
MT stabilizer Hoechst-high % = recorded beside MT stabilizer, whose call it bears; % Hoechst-high responders; measured here: nuclear condensation Hoechst responders;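 share of cells brighter than vehicle mean plus two SD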
MT stabilizer cytotoxicity % = recorded beside MT stabilizer, whose call it bears; toxicity, %; measured here: cytotoxicity by cell density;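 0% = mean cell density of plate MIN control wells and 100% = no cells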
Autophagy HCS cell loss 18 h = second read-out of Autophagy HCS, no call of its own (marks repeat the call); toxicity, %; measured here: cell loss, nuclei count;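 cell loss after 18 h compound exposure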
The depositor's hits bear a star; i = inactive; · = not tested or not shown.

SMILES	MT stabilizer Hoechst-high %	T cell HTS	Autophagy HCS	bCat nuc transl cell count 5 µM	MT stabilizer cytotoxicity %	Dynein cargo inh cell count	M17LAP inhibition	T cell HTS vesicle-bound %	Autophagy HCS cell loss 18 h	Yfh1-depleted yeast	WT yeast gro inh	WT yeast gro inh mutant strain	MT stabilizer	bCat nuc transl	Dynein cargo inh nuclear GR-EGFP	P. falciparum M1AAP	Dynein cargo inh cytoplasmic EGFP	Dynein cargo inh
CCOC(=O)c1c(-c2ccc(OC)c(OC)c2)csc1NC(=O)C1CCCO1 (stereo unspecified)	2.0	i	i	1098	6.8	0.456	-4.0%	28.0	11.3	i	3.4	-14.0	4.2	-2.1	0.099	2.0%	-0.348	0.395
CC(OC(=O)c1ccc(F)cc1)C(=O)Nc1nc(-c2cccc([N+](=O)[O-])c2)cs1 (stereo unspecified)	2.0	i	i	1049	7.1	-1.41	-7.5%	6.3	-9.9	i	37.9	5.8	4.4	-1.0	1.21	-7.9%	-0.191	1.81
c1ccc(CCCNc2ncccn2)cc1	2.0	i	i	907	5.0	-0.146	-8.3%	41.9	5.9	i	-10.0	-3.2	4.3	2.6	-0.339	-3.1%	-0.219	-0.577
Cc1ccc2c(c1)COc1c3ccc(C(=O)N4CCOCC4)cc3nn1-2	·	i	·	1181	·	0.258	8.6%	16.3	·	i	·	·	·	-0.5	0.0107	4.0%	-0.716	-0.319
O=C(COCc1ccccc1)N[C@@H](Cc1ccc(O)cc1)C(=O)O	2.5	·	i	1165	10.6	-0.342	-4.1%	·	-13.5	i	-3.9	-1.6	3.4	-3.8	0.282	6.0%	-0.254	-0.163
O=C(NC1(C(F)(F)F)NC(=O)N(CCc2ccccc2)C1=O)C1CC1 (stereo unspecified)	1.8	i	i	508	5.2	1.16	-5.5%	14.0	15.3	i	0.0	10.5	4.5	-2.2	-0.386	3.9%	-0.246	-0.527
COc1cc(CC(=O)OCC(=O)NCC(C)C)cc(OC)c1OC	1.6	i	i	1036	8.5	-0.425	3.2%	18.7	4.8	i	-30.1	11.5	8.5	0.7	0.127	5.6%	-0.188	-0.233
Cc1cc(/C=N/N2CCN(C)CC2)c(C)n1-c1ccccc1F	2.9	i	i	1045	2.3	-0.692	-3.2%	63.3	5.8	i	-10.2	-4.8	5.6	-0.3	0.908	0.0%	-0.323	0.792
Cc1cc(C)c(C#N)c(SC(F)F)n1	2.0	i	i	1421	6.6	4.03	4.9%	27.8	11.8	i	42.5	-6.6	2.8	-0.7	0.186	-4.2%	-0.0376	-0.889
Cc1cccc(C)c1NC(=O)COC(=O)c1cccc2c1C(=O)c1ccccc1C2=O	1.9	i	i	1139	5.5	-0.313	-2.1%	39.4	-9.8	i	4.6	-7.5	10.5	-1.1	0.568	-3.0%	-0.206	0.64
O=C(Nc1ccccc1)N1CCC(c2ccccc2)C1 (stereo unspecified)	2.4	i	i	1004	0.1	-0.292	-3.4%	32.4	-9.5	i	-7.6	-13.5	3.3	-1.4	0.0865	5.4%	-0.182	-0.33
O=C(O)C1Cc2ccccc2CN1C(=O)c1ccccc1 (stereo unspecified)	2.2	i	i	1097	0.2	0.3	17.6%	22.2	-4.8	i	4.7	-14.3	3.5	0.1	-0.148	6.1%	-0.139	-0.0756
CN(C)C(=O)c1cc2cc(Br)ccc2s1	2.5	i	i	1111	7.1	0.0995	-0.1%	18.8	-9.5	i	-5.7	-1.0	2.8	3.1	0.244	6.7%	-0.35	0.00461
Cc1ccc(Nc2nnc(SCC(=O)Nc3ccc(S(=O)(=O)N4CCOCC4)cc3)s2)cc1	1.6	i	i	1068	12.1	-0.919	-0.1%	36.2	-6.4	i	-11.4	-0.6	2.5	1.6	0.159	10.3%	-0.225	0.0377
CN(C)[C@@H]1CCC[C@H]1OC(=O)C(c1ccccc1)c1ccccc1	3.4	i	i	1140	6.3	0.422	4.7%	36.4	-1.7	i	-13.9	-13.0	1.9	-0.8	-0.076	-0.8%	-0.208	-0.204
Cc1ccc(C(NC(=O)N2CCOCC2)C(Cl)Cl)cc1F (stereo unspecified)	3.0	i	i	1221	9.6	-0.523	-0.4%	41.8	-4.1	i	-30.1	14.6	3.9	-0.7	0.124	-0.1%	-0.167	0.0352
CCCc1nc2cc(CC(=O)OC)ccc2o1	1.6	i	i	·	9.0	-0.336	3.6%	56.0	-0.3	i	-57.0	-0.6	4.2	·	-0.513	0.2%	0.306	0.211
Cc1cc(NC(=O)CSc2nnc(C3CC3)n2C)no1	2.0	i	i	·	1.6	0.45	-2.6%	37.9	-1.5	i	0.8	-5.8	4.5	·	0.415	-2.1%	-0.218	0.664
c1ccc(-c2noc(-c3cccnc3)n2)nc1	2.0	i	i	·	5.9	0.156	11.7%	7.7	-10.0	i	11.3	9.8	3.4	·	0.254	10.2%	-0.223	0.471
CCC(=O)NC(=S)Nc1ccc(NC(=O)c2ccc(C)c([N+](=O)[O-])c2)cc1	2.8	i	i	395	14.9	1.32	-0.6%	17.5	2.3	i	-4.4	-0.2	3.8	3.2	0.115	9.5%	-0.269	0.159
Cc1ccc(C)c(-c2csc(N)c2C(=O)OC(C)C)c1	1.0	i	i	·	6.2	-0.448	-5.0%	37.7	8.3	i	21.3	5.7	2.7	·	0.53	2.0%	0.203	0.676
Nc1ccc(S(=O)(=O)NNC(=O)C(=O)NNc2ccccc2)cc1	3.6	i	i	743	7.5	-0.0312	20.7%	44.6	-10.7	i	49.0	50.2	1.9	9.8	-0.336	8.2%	-0.186	-0.213
CCN(Cc1ccncc1)C(=O)c1ccccc1NS(=O)(=O)c1ccc(Br)cc1	·	i	·	1333	·	-1.95	-5.0%	33.8	·	i	·	·	·	-0.3	0.336	6.0%	-0.178	0.89
CN1CCC(NC(=O)Nc2ccc(Br)cc2)CC1	·	i	·	1276	·	0.0931	5.0%	50.6	·	i	·	·	·	-0.4	-0.0208	12.3%	-0.263	0.126
O=C(COC(=O)c1ccccc1C(=O)c1ccc(Cl)cc1)NCCc1ccccc1	1.5	i	i	1096	10.0	0.395	-5.0%	37.2	8.1	i	56.1	5.5	6.4	0.8	-0.273	5.1%	-0.247	-0.495
Cc1ccc(N(CC(=O)NCc2cccs2)S(=O)(=O)c2cccs2)cc1	1.8	i	i	·	10.5	-0.0579	6.5%	27.2	-10.9	i	12.4	8.1	1.5	·	0.389	-1.1%	-0.13	0.417
Cc1ccc(C(=O)C(NC(=O)c2ccco2)N2CCOCC2)cc1 (stereo unspecified)	2.2	i	i	·	7.7	0.482	3.4%	21.5	0.6	i	-6.8	7.6	1.6	·	0.0743	5.5%	-0.209	-0.318
CCOC(=O)c1cc(-c2ccc(N3CCOCC3)cc2)nn1-c1ccccc1C(=O)O	·	i	·	1067	·	1.36	2.7%	48.3	·	i	·	·	·	-2.0	-0.39	8.1%	-0.213	-0.818
CN1CCN(C(c2ccccn2)c2cc(Cl)c3cccnc3c2O)CC1 (stereo unspecified)	2.5	i	i	1037	4.5	-0.988	-7.0%	14.5	33.0	i	2.0	9.7	7.8	-0.3	0.708	-1.3%	0.368	0.0104
Cc1ccc(N2C(=O)CC(NCC3CCCO3)C2=O)cc1 (stereo unspecified)	2.4	i	i	1570	8.8	-0.688	-20.8%	15.1	17.4	i	3.0	-4.4	2.4	-0.1	-0.503	-0.4%	-0.152	-0.881
O=C(N/N=C/c1cccnc1)C1CCCN(S(=O)(=O)c2ccccc2)C1 (stereo unspecified)	1.6	i	i	1238	1.4	-0.799	-11.9%	23.5	-28.3	i	9.9	24.0	4.2	-5.0	0.127	-1.3%	-0.198	0.512
CCCCn1nnnc1SCC(=O)Nc1ccc(C)cc1	2.4	i	i	1130	7.9	0.00399	-5.2%	54.5	15.0	i	-2.5	1.9	4.3	-1.2	0.103	-8.7%	-0.181	-0.357
Cc1oc(-c2ccccc2)nc1C(=O)N1CCN(c2ccc(F)cc2)CC1	3.4	i	i	1035	10.7	0.604	2.0%	1.2	0.1	i	35.6	28.9	4.8	0.4	0.998	3.4%	-0.4	1.01
COc1cccc(C2C3=C(N=c4s/c(=C\c5ccccc5O)c(=O)n42)c2ccccc2CC3)c1OC (stereo unspecified)	1.5	i	i	439	4.4	-0.656	3.4%	2.6	-57.9	i	9.8	17.4	2.0	2.8	0.65	9.2%	0.413	0.739

Taken from above:
`COc1cccc(C2C3=C(N=c4s/c(=C\c5ccccc5O)c(=O)n42)c2ccccc2CC3)c1OC` (stereo unspecified) @ MT stabilizer Hoechst-high %: 1.5
`Cc1ccc(N2C(=O)CC(NCC3CCCO3)C2=O)cc1` (stereo unspecified) @ T cell HTS vesicle-bound %: 15.1
